XIAP displacement: XIAP antagonists, biochemical, IAP family, fluorescence polarization (AID 1018); hit rate 0.007% among 200,000; XIAP BIR domain, fluorescence polarization peptide displacement; higher % means a stronger effect; displacement, % at 20 µM, or IC50 in µM where a hit was titrated; in the data active = displacement above about 50%; also: a part of the inactive calls stands beside numbers as strong as those of hits
PMI inhibition: human PMI inhibitors, high substrate, primary screen, biochemical, fluorescence intensity, high mannose 6-phosphate (AID 1220). recombinant PMI enzyme, coupled fluorescence intensity; higher % means a stronger effect. inhibition, % at 20 µM, or IC50 in µM where a hit was titrated. hit rate 0.66% among 190,000
M17LAP inhibition: P. falciparum M17LAP inhibitors, primary screen, biochemical, fluorogenic H-Leu-NHMec substrate, 1536-well (AID 1619) | one-dose inhibition, % at 30 µM; IC50 in µM for titrated hits | recombinant M17LAP, H-Leu-NHMec fluorogenic kinetic assay; higher % means a stronger effect | hit rate 0.38% among 220,000;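 active = compound inhibiting the enzyme by more than half at any dose during confirmatory dose-response retesting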;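 also: plate controls were full reaction with DMSO carrier for no effect and no enzyme background for full effect; strong numbers were not always called active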
M1AAP inhibition: P. falciparum M1AAP inhibitors, biochemical, fluorogenic H-Leu-NHMec substrate, 1536-well (AID 1445). recombinant M1AAP, H-Leu-NHMec fluorogenic kinetic assay; higher % means a stronger effect. one-dose inhibition, % at 30 µM; IC50 in µM for titrated hits. hit rate 0.42% among 220,000;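 active = primary inhibition above the hit cutoff, then over 50% inhibition at one or more dose response concentrations, cut at about 23% in these data, passing the limit was not always enough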;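 also: plate controls were DMSO full reaction for no effect and no enzyme background for full effect; strong numbers were not always called active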
Myeloid diff MLP: promotes myeloid progenitor differentiation; ER-HoxA9 myeloid progenitors, lysozyme-GFP differentiation, flow cytometry; calls only at 10 µM; hit rate 1% among 360,000;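 active = normalized GFP-positive differentiation at or above the plate's own cutoff, the solvent-only control mean plus 3 SD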;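 also: cells exposed to compound for four days before flow analysis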
human PMI inhibition: inhibitors of human PMI, primary screen, biochemical, fluorescence intensity, coupled assay (AID 1209) | one-dose inhibition, % at 20 µM; IC50 in µM for titrated hits | hit rate 0.42% among 190,000 | purified PMI enzyme, coupled fluorescence intensity; higher % means a stronger effect;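 also: plate controls were DMSO vehicle for no effect and wells lacking substrate for full effect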
LYP phosphatase: PTPN22 lymphoid phosphatase activity blockers – biochemical, fluorescence intensity, uHTS (AID 1779) | recombinant LYP phosphatase, fluorescence intensity; higher % means a stronger effect | one-dose inhibition, % at 11.5 µM; IC50 in µM for titrated hits | hit rate 0.054% among 290,000;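 also: plate controls were vehicle with enzyme for no effect and no enzyme for full effect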
ER stress rescue: protection against thapsigargin-triggered cell killing – 384-well, CSM14.1, ATP luminescence, primary screen (AID 1222); 190,000 tested, under 10 active; cellular ATP content (survival), % at 20 µM, or EC50 in µM where a hit was titrated; CSM14.1 thapsigargin-induced death rescue, ATP luminescence; higher % means a stronger effect;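 active = EC50 below 50 µM in the dose-response confirmation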;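 also: death triggered by thapsigargin at about 15 µM added after 2 h compound pretreatment; cell ATP read after overnight thapsigargin exposure of roughly 18 to 22 hours; normalized against plate controls of thapsigargin alone and 5% DMSO vehicle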
TNAP activators: stimulation of alkaline phosphatase TNAP activity – biochemical, luminescent, no phosphate acceptor, uHTS, primary screen (AID 1001) | purified TNAP, luminescent activation assay, no phosphate acceptor; higher activation fold means a stronger effect | activation fold at 20 µM; hits with a dose series show EC50 in µM | hit rate 0.03% among 200,000; in the data active = activation fold from about 3, or a potency from the dose series; inactive = the rest, 99 in 100 with activation fold below about 1.6; also: many of its hits are not listed in these tables
Myeloid diff MLP GFP+ MAC1+ %: second read-out of Myeloid diff MLP, no call of its own (marks repeat the call); GFP+ MAC1+ double positive, %; measured here: differentiation confirmed by MAC1 staining
An asterisk follows results filed as active; i = inactive; · = not tested or not shown; + = active, no number; & = joins results of further samples. Rule as the data show it, unless noted: active = inhibition above about 50%; inactive = the rest.

1	Cc1ccc(NC(=O)CSc2nnc3n2CCCCC3)cc1
2	O=C(O)C1OC(C(=O)O)C2C1C(F)(F)C2(F)F (stereo not drawn)
3	N/C(=N\OC(=O)/C=C/c1ccccc1)c1ccc(Cl)cc1
4	CCC(C)NCCOCCOc1ccc(Cl)c2ccccc12 (stereo not drawn)
5	C[n+]1ccccc1/C=N/O
6	COc1cccc(NC(=O)CC2C(=O)NC3CCCCC3N2C(=O)c2ccc(F)cc2)c1 (stereo not drawn)

entry no.	1	2	3	4	5	6
XIAP displacement	-7.1%	-2.0%	·	-7.9%	-10%&-9.1%	-4.2%
PMI inhibition	-11%	-15%	·	-10%	10%	-6%
M17LAP inhibition	12%	1%	7%	2%	21%&-5%	10%
M1AAP inhibition	-1%	7%	10%	-7%	0%&11%	3%
Myeloid diff MLP	i	i	i	i	i	i
Myeloid diff MLP GFP+ MAC1+ %	0.3	2.0	0.3	0.9	3.2&1.1	6.7
human PMI inhibition	5%	-12%	·	-5%	16%	-7%
LYP phosphatase	-2%	-2%	-8%	1%	-5%	-4%
ER stress rescue	-1.6%	-0.8%	·	-3.8%	-1.6%&-1.1%	-2.0%
TNAP activators	0.8	1.1	·	1	1.1	1

7	Cc1cc(NC(=O)CSc2ccc(-c3cccc([N+](=O)[O-])c3)nn2)no1
8	CCc1ccc(NC(=O)COC(=O)C2(c3ccc(Cl)cc3)CCCC2)cc1
9	CC(C)N(Cc1nc(-c2ccccc2)no1)C(=O)Cc1ccccc1
10	COc1ccccc1C(=O)N1CCN(c2ccccn2)CC1
11	N#C/C(=C\c1c[nH]c2ccccc12)C(=O)NCC1CCCO1 (stereo not drawn)
12	c1ccc(-c2nnc(C(c3ccccc3)c3ccccc3)o2)cc1

entry no.	7	8	9	10	11	12
XIAP displacement	-5.0%	-3.3%	-21%	-5.1%	3.2%	-23%
PMI inhibition	-6%	14%	2%	6%	10%	1%
M17LAP inhibition	14%	-3%	5%	4%	·	-9%
M1AAP inhibition	-1%	-7%	18%	1%	·	10%
Myeloid diff MLP	i	i	i	i	i	i
Myeloid diff MLP GFP+ MAC1+ %	0.2	0.9	3.1	0.7	0.6	0.3
human PMI inhibition	-6%	25%	2%	1%	5%	-3%
LYP phosphatase	-4%	6%	0%	-10%	-1%	-2%
ER stress rescue	-1.1%	-1.1%	0.1%	-0.5%	-0.9%	-1.4%
TNAP activators	1.1	1.1	1.1	1.1	1.1	1

2 records drawn at random from those above, as already listed:
12	c1ccc(-c2nnc(C(c3ccccc3)c3ccccc3)o2)cc1
9	CC(C)N(Cc1nc(-c2ccccc2)no1)C(=O)Cc1ccccc1

entry no.	12	9
XIAP displacement	-23%	-21%
PMI inhibition	1%	2%
M17LAP inhibition	-9%	5%
M1AAP inhibition	10%	18%
Myeloid diff MLP	i	i
Myeloid diff MLP GFP+ MAC1+ %	0.3	3.1
human PMI inhibition	-3%	2%
LYP phosphatase	-2%	0%
ER stress rescue	-1.4%	0.1%
TNAP activators	1	1.1

Next compounds follow:
13	N#Cc1c(-c2cccs2)cc(-c2cccs2)[nH]c1=O
14	c1ccc2c(c1)nnn1c3ccccc3nc21
15	CCN(CC)CCN1C(=O)C(O)=C(C(C)=O)C1c1ccc(OC)c(OC)c1 (stereo not drawn)
16	O=C(Nc1ccccc1F)c1ccc([N+](=O)[O-])s1
17	CCC(C)n1cnc2c(=O)oc3ccccc3c21 (stereo not drawn)
18	S=c1[nH]nc(-c2ccccc2)n1/N=C/c1c[nH]c2ccccc12

entry no.	13	14	15	16	17	18
XIAP displacement	·	-4.6%	-6.2%	-11%	-6.8%	-36%
PMI inhibition	·	6%	-22%	5%	4%	-9%
M17LAP inhibition	0%	9%	6%	7%	10%	5%
M1AAP inhibition	6%	2%	1%	6%	3%	-4%
Myeloid diff MLP	i	·	i	+	i	i
Myeloid diff MLP GFP+ MAC1+ %	0.0	·	1.2	0.7*	5.2	1.1
human PMI inhibition	·	11%	-9%	-2%	9%	0%
LYP phosphatase	-9%	-8%	-7%	1%	-6%	-8%
ER stress rescue	·	-1.7%	-2.2%	·	-0.1%	1.9%
TNAP activators	·	1	1	1	1.1	1

19	N#CC1=C(S)N(c2ccccc2)C(c2ccc(-c3cc(Cl)ccc3Cl)o2)NC1=O (stereo not drawn)
20	Cc1ccc(NC(=O)CN(C)c2ccc(S(=O)(=O)N3CCCC3)cn2)cc1
21	Fc1ccc(CNc2nc(-c3ccccc3)nc3ccccc23)cc1
22	CCCNC(=O)CC(NS(=O)(=O)c1ccc(OC)cc1)c1ccco1 (stereo not drawn)
23	CCCCC(=O)Nc1ccc(C(=O)NCC(=O)OC)cc1
24	Cc1ccc(O)c(NC(=O)CCCC(=O)O)c1

entry no.	19	20	21	22	23	24
XIAP displacement	-7.3%	7.6%	-7.6%	-0.8%	-1.8%	-3.9%
PMI inhibition	-10%	6%	13%	-9%	6%	-8%
M17LAP inhibition	9%	0%	12%	-3%	3%	8%
M1AAP inhibition	21%	6%	-3%	-2%	-1%	0%
Myeloid diff MLP	i	i	i	i	i	i
Myeloid diff MLP GFP+ MAC1+ %	2.0	2.6	0.2	0.6	0.8	8.3
human PMI inhibition	-6%	4%	18%	-19%	1%	-10%
LYP phosphatase	8%	-3%	-2%	-6%	3%	-13%
ER stress rescue	-2.2%	-1.2%	0.6%	-5.7%	·	-2.9%
TNAP activators	1	1.1	1	1	1.1	1

25	CC1=CC(C)C2(CO)COC(c3ccc(O)cc3)C1C2C (stereo not drawn)
26	Cc1ccc(Oc2nnc(-c3ccc(C)cc3)c3ccccc23)cc1
27	Cc1cccc(NC(=O)c2ccc(C(=O)Nc3cccc(C)c3)nc2)c1
28	COc1ccc(O[C@H]2C=C[C@@H](c3ccccc3)O[C@@H]2COC(=O)CC/C(C)=N/OC[C@@H](O)COCc2ccco2)cc1
29	O=c1[nH]c2ccccc2nc1C(F)(F)C(F)F
30	O=C(CSc1nnc(NC(=O)c2ccc(S(=O)(=O)N3CCOCC3)cc2)s1)Nc1ccccc1C(F)(F)F

entry no.	25	26	27	28	29	30
XIAP displacement	-4.0%	-0.7%	-8.0%	-19%	-2.0%	-12%
PMI inhibition	4%	0%	-9%	19%	5%	-8%
M17LAP inhibition	-4%	1%	0%	-4%	-14%	0%
M1AAP inhibition	1%	-3%	6%	0%	6%	10%
Myeloid diff MLP	i	i	i	·	i	i
Myeloid diff MLP GFP+ MAC1+ %	0.3	0.6	0.3	·	6.3	0.8
human PMI inhibition	4%	9%	-14%	13%	2%	-6%
LYP phosphatase	-4%	1%	3%	7%	-3%	-1%
ER stress rescue	-1.1%	7.0%	-1.3%	-1.4%	0.1%	-1.4%
TNAP activators	1	1.1	1	1	1.1	1

31	CCOc1ccc(NC(=O)CSc2ccc(-c3ccccn3)nn2)cc1
32	CN(C)C(=S)c1ccc(N(C)C)cc1
33	CCCN(C(=O)CSc1nc2c(cnn2-c2ccccc2)c(=O)[nH]1)C1CCS(=O)(=O)C1 (stereo not drawn)
34	CCOc1ccccc1C(=O)NC(C)c1ccc2c(c1)OCO2 (stereo not drawn)
35	CC1=NN(C(=O)Cc2ccc([N+](=O)[O-])cc2)C(O)(c2ccccc2)C1 (stereo not drawn)
36	Cc1ccc(NCc2ccccc2F)cc1

entry no.	31	32	33	34	35	36
XIAP displacement	-2.7%	-5.6%	-4.5%	-6.6%	-2.2%	-2.1%
PMI inhibition	11%	18%	-13%	17%	4%	0%
M17LAP inhibition	-1%	3%	1%	0%	4%	2%
M1AAP inhibition	7%	-1%	-3%	-1%	5%	-1%
Myeloid diff MLP	i	i	i	i	i	i
Myeloid diff MLP GFP+ MAC1+ %	0.5	0.1	0.4	7.2	3.4	0.1
human PMI inhibition	8%	24%	-10%	18%	2%	-26%
LYP phosphatase	-4%	5%	-6%	3%	-4%	-1%
ER stress rescue	2.2%	0.3%	0.9%	-0.6%	1.4%	-0.8%
TNAP activators	1.1	1.1	1.1	1	1	1.1

37	CCC(c1nnnn1CCOC)N(Cc1cc2c(C)cc(C)cc2[nH]c1=O)CC1CCCO1 (stereo not drawn)
38	Cc1ccc(C)c(N2CCN(C(=O)c3cn(C)c4ccc(S(=O)(=O)N(C)C)cc4c3=O)CC2)c1
39	Cc1cc(C)n2nc(SCC(=O)N3CCc4ccccc43)nc2n1
40	CNC(=O)c1[nH]cnc1C(=O)N[C@@H](CCCCNC(=O)OC(C)(C)C)C(=O)OC(C)(C)C
41	COC1=CCC2([N+](=O)[O-])CN(CC(=O)O)CC1([N+](=O)[O-])C2 (stereo not drawn)
42	CN(/N=C/Cc1nnnn1-c1ccc(Cl)cc1)c1ccccc1
43	CCCn1nc(NC(=O)C2CCCO2)c2cc3ccc(C)cc3nc21 (stereo not drawn)
44	Cn1cc2cc(NC(N)=S)ccc2n1

entry no.	37	38	39	40	41	42	43	44
XIAP displacement	0.4%	-2.0%	-0.6%	-4.5%	-3.0%	·	·	-5.9%
PMI inhibition	-2%	-12%	-6%	5%	7%	·	·	26%
M17LAP inhibition	-2%	0%	2%	-3%	6%	9%	-21%	1%
M1AAP inhibition	3%	1%	-1%	3%	-4%	7%	2%	5%
Myeloid diff MLP	i	i	i	i	i	i	i	i
Myeloid diff MLP GFP+ MAC1+ %	5.8	0.7	1.2	1.6	1.1	0.3	0.3	0.6
human PMI inhibition	1%	-13%	-7%	12%	1%	·	·	2%
LYP phosphatase	-4%	-6%	-8%	-3%	-6%	-6%	3%	-1%
ER stress rescue	-0.7%	0.2%	19%	-2.0%	2.4%	·	·	·
TNAP activators	1.1	1	1.1	1	1.1	·	·	1

Entries shown so far that have a Cl atom, in the order listed:
3	N/C(=N\OC(=O)/C=C/c1ccccc1)c1ccc(Cl)cc1
4	CCC(C)NCCOCCOc1ccc(Cl)c2ccccc12 (stereo not drawn)
8	CCc1ccc(NC(=O)COC(=O)C2(c3ccc(Cl)cc3)CCCC2)cc1
19	N#CC1=C(S)N(c2ccccc2)C(c2ccc(-c3cc(Cl)ccc3Cl)o2)NC1=O (stereo not drawn)
42	CN(/N=C/Cc1nnnn1-c1ccc(Cl)cc1)c1ccccc1

entry no.	3	4	8	19	42
XIAP displacement	·	-7.9%	-3.3%	-7.3%	·
PMI inhibition	·	-10%	14%	-10%	·
M17LAP inhibition	7%	2%	-3%	9%	9%
M1AAP inhibition	10%	-7%	-7%	21%	7%
Myeloid diff MLP	i	i	i	i	i
Myeloid diff MLP GFP+ MAC1+ %	0.3	0.9	0.9	2.0	0.3
human PMI inhibition	·	-5%	25%	-6%	·
LYP phosphatase	-8%	1%	6%	8%	-6%
ER stress rescue	·	-3.8%	-1.1%	-2.2%	·
TNAP activators	·	1	1.1	1	·

High-throughput results deposited in PubChem BioAssay by several laboratories.
